High-throughput results deposited in PubChem by The Scripps Research Institute Molecular Screening Center.
TbREL1 inh – TbREL1 inhibition, primary screen. 89,000 tested, 0.49% active. TbREL1 RNA ligation, FRET fluorescence. inhibition, % at 9.66 µM;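 active = inhibition above the mean inhibition across all screened compounds plus 3 SD, cut at about 11% in these data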;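 also: 0% = plate median of test wells and 100% = NSC42067 control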
Target sequence (P86926 whole entry, looked up): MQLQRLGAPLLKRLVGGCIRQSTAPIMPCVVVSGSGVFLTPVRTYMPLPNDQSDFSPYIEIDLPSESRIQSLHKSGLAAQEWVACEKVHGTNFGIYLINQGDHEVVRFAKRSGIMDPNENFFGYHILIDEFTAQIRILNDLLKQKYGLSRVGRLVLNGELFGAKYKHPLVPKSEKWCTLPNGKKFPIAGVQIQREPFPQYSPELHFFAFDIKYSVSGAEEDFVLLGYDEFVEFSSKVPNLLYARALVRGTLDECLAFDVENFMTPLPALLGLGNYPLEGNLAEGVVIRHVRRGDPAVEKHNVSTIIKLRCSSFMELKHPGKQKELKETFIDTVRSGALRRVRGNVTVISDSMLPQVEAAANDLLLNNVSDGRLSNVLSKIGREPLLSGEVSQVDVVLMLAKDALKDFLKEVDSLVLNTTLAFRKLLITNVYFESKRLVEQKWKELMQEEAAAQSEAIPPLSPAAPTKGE
An asterisk follows results filed as active.

SMILES	TbREL1 inh
COc1ccc(CCNC(=O)COC(=O)c2cc3ccccc3oc2=O)cc1OC	-3
COc1ccc(OC)c(N/C=C/C(=C(C#N)C#N)N(C)C)c1	-5
CCCCNC(=O)OCCNC(=O)NC	0
Cc1ccc(C)c(NC(=O)C2CCN(S(=O)(=O)c3ccc4c(c3)NC(=O)CO4)CC2)c1	-2
O=C(NNC(=O)c1ccccc1-n1cccc1)c1ccc(Cl)cc1	-3
CN(CC(=O)Nc1ccc(Cl)cc1F)C1CCS(=O)(=O)C1 (configuration not stated)	1
O=C(COC(=O)CCCc1c[nH]c2ccccc12)Nc1ccc2c(c1)OCO2	-2
Cc1cccc2c1NC(=O)C2(O)N1CCCC(C)C1 (configuration not stated)	4
CCc1cccc(C)c1NC(=O)COC(=O)C1CCN(S(=O)(=O)c2ccccc2)CC1	-1
O=C(Nc1ccccc1N1CCN(C(=O)c2ccccc2)CC1)c1ccc([N+](=O)[O-])o1	-2
COC(=O)[C@]12CCCCC=C1N(Cc1ccccc1)C(=O)[C@H](CC(=O)N1CCC(c3ccccc3)CC1)C2	5
CCN(Cc1nc2ccccc2c(=O)[nH]1)C(=O)CN1C(=O)NC2(CCCCC2C)C1=O (configuration not stated)	0
C=CCN1C(=O)[C@H](CC(=O)NCCCC)[C@@]2(C(=O)OCC)CCCC=C12	-3
CCC[C@H]1[C@@H](OC(=O)NCc2ccc(OC)cc2)CC[C@@]23CCCN2C(=O)CCC[C@@H]13	-5
CCCCC(=O)N1CCC(NS(=O)(=O)c2ccc3c(c2)CCN3C(C)=O)CC1	4
COc1cccc(C2C(C#N)=C(N)OC3=C2C(=O)CC(c2ccco2)C3)c1OCc1ccc(F)cc1 (configuration not stated)	-3
Cc1ccccc1C(=O)n1ccc2ccc(-c3ccc4ccn(Cc5ccc(C#N)cc5)c4c3)cc21	9
Cc1[nH]c(=S)[nH]c(=O)c1CCOc1ccccc1	-2
Cc1ccc(C)c(C(=O)COC(=O)c2ccc(C)c(S(=O)(=O)N3CCOCC3)c2)c1	0
CC(=O)Nc1ccc(S(=O)(=O)N2CC3(C)CC2CC(C)(C)C3)cc1 (configuration not stated)	5

Given with values ahead of the structure: part of the list above
TbREL1 inh	compound
9	Cc1ccccc1C(=O)n1ccc2ccc(-c3ccc4ccn(Cc5ccc(C#N)cc5)c4c3)cc21
-3	COc1cccc(C2C(C#N)=C(N)OC3=C2C(=O)CC(c2ccco2)C3)c1OCc1ccc(F)cc1 (configuration not stated)
-3	COc1ccc(CCNC(=O)COC(=O)c2cc3ccccc3oc2=O)cc1OC
1	CN(CC(=O)Nc1ccc(Cl)cc1F)C1CCS(=O)(=O)C1 (configuration not stated)

Next part.
SMILES	TbREL1 inh
COc1cccc(NC(=O)N2CCCC2C(=O)NC23CC4CC(CC(C4)C2)C3)c1 (configuration not stated)	4
CCCN1CCN(CCCNC(=O)c2cc3c(=O)[nH]c4ccc(C)cc4c3s2)CC1	3
CC1(C)CC(=O)C(N=Nc2ccc(S(=O)(=O)N3CCCCCC3)cc2)=C(O)C1	-2
COc1ccc(-c2cc(NC=O)c3ncc(-c4cccc(C(=O)NCCN(C)C)c4)n3c2)cc1	3
Cc1nnc(NC(=O)C(C)Sc2nnc(-c3ccco3)n2C(C)C)s1 (configuration not stated)	-1
Cc1nnc(N=c2ssnc2Cl)o1	13*
O=C(CCNS(=O)(=O)c1ccc(Br)s1)NC1CCCC1	0
OCCN(CCO)c1ccc(C(c2ccc(Cl)cc2)c2ccc(N(CCO)CCO)cc2Cl)c(Cl)c1	6
CC(=O)C1=C(N2CCCCC2)CCC1=O	6
CCCN(CC(=O)Nc1ccccc1C)C(=O)c1cccc(S(=O)(=O)N2CCc3ccccc3C2)c1	-2
CCCCOc1ccc(C(=O)NN2C(=O)NC3(CCCCC3)C2=O)cc1OC	-1
Fc1ccc(N2CCN(Cc3cnc(Cl)s3)CC2)cc1	-1
CCn1nnc(NC(=O)c2ccc([N+](=O)[O-])o2)n1	-1
Cc1ccc(N(C)S(=O)(=O)c2cccc(C(=O)NNC(=O)c3ccncc3)c2)cc1	-3
COc1ccccc1NS(=O)(=O)c1cccc(C(=O)N/N=C(/C)c2ccc(-n3ccnc3)cc2)c1	-3
O=C(CN1CCOCC1)N1CCN(c2nnc(-c3ccccc3)c3ccccc23)CC1	-3
COc1ccc(-c2nc(SC(C)C(=O)Nc3ccc(NC(C)=O)cc3)n[nH]2)cc1 (configuration not stated)	-1
Cc1cc2ccccn2c1C(=O)c1cccc(F)c1	2
O=[N+]([O-])c1cccc(S(=O)(=O)NCCc2cccs2)c1	6
O=C(NCC1OCCCN1S(=O)(=O)c1cc(F)ccc1F)C(=O)NC1CCCC1 (configuration not stated)	-3

Next part.
SMILES	TbREL1 inh
CC(C)(C)OC(=O)C[C@H]1C/C=C\C[C@H](CC(=O)NCCO)C(=O)N[C@@H](c2ccccc2)COC1=O	0
CCNC(=S)N1CCCCC1CO (configuration not stated)	-3
COc1cccc(NC(=O)N2CCN(c3nc(-c4cccc(OC)c4)cs3)CC2)c1	9
O=C(Nc1nnc(-c2ccco2)o1)C1CCCCC1	-1
O=C(Nc1ccc(Cl)cc1)c1ccc2c(c1)S(=O)(=O)c1ccccc1C2=O	2
COC(=O)[C@]12CCCCC=C1N(Cc1ccc(OC)cc1)C(=O)[C@@H]2CC(=O)NCc1cccc(C(F)(F)F)c1	-5
O=C(Cc1ccc(Cl)cc1)Nc1ccc(N2CCN(C(=O)c3ccco3)CC2)cc1	1
CC1(C)C2CCC1(CS(=O)(=O)NC1CCCC1)C(=O)C2 (configuration not stated)	0
Cc1cc(C)c2c(CN3CCN(C)CC3)cc(=O)oc2c1	-2
O=c1cc(-c2ccccc2)nc2n1Cc1ccccc1-2	0
Cc1ccc(C(=O)CCC(=O)NNC(=O)c2ccccc2O)cc1	-3
CC(=O)N1CCN(C(=O)c2cccc(S(=O)(=O)Nc3c(C)n(C)n(-c4ccccc4)c3=O)c2)CC1	1
O=C(CCc1nnc(CCc2c[nH]c3ccccc23)o1)NC1CCC1	5
Cc1cc(C)cc(C(=O)NC(CC(N)=O)c2ccc(NC3CCCCCCCCCCC3)c([N+](=O)[O-])c2)c1 (configuration not stated)	2
CCOC(=O)C1CCN(C(=O)Cc2c(C(=O)O)[nH]c3ccccc23)CC1	-2
CCOc1ccc(-c2cc(C(=O)N3CCC(C)CC3)c3ccccc3n2)cc1	7
Cn1c2ccccc2c(=O)c2ccc(Cl)cc21	0
COc1ccccc1/C=C1/C(=O)N(c2cc(C)cc(C)c2)C(c2cccc([N+](=O)[O-])c2)S1(=O)=O (configuration not stated)	1
Cc1cccc(NC(=O)CCNS(=O)(=O)c2ccc3[nH]c(=O)oc3c2)c1	4
Cc1ccc(Cc2c(C)nc3nc(SCC(=O)NCCCN4CCCCCC4)nn3c2C)cc1	9

Sorted by length of the SMILES (low to high): part of the list above
SMILES	TbREL1 inh
CCNC(=S)N1CCCCC1CO (configuration not stated)	-3
O=c1cc(-c2ccccc2)nc2n1Cc1ccccc1-2	0
COc1cccc(NC(=O)N2CCN(c3nc(-c4cccc(OC)c4)cs3)CC2)c1	9

The results go on.
SMILES	TbREL1 inh
O=C(NCCCCCCCCCNC(=O)C(F)(F)F)C(F)(F)F	1
Cc1oc(-c2ccccc2Cl)nc1CS(=O)CC(=O)N1CCN(c2ccccc2)CC1 (configuration not stated)	-4
Cn1c(N)c(C(=O)Nc2c(Cl)cccc2Cl)sc1=S	-4
COc1ccccc1N1CC(C(=O)Nc2nc(C)cs2)CC1=O (configuration not stated)	0
Cc1c(Nc2c3ccccc3nc3ccccc23)c(=O)n(-c2ccccc2)n1C	-1
CC1(C)CC(=O)C(/C=N/c2ccccn2)=C(O)C1	3
Cc1ccc(Cl)cc1NC(=O)COC(=O)Cn1cnc2c1c(=O)n(C)c(=O)n2C	-2
Cc1cc(C)c2c(=O)[nH]c(SCC(=O)NCCc3ccccc3)nc2n1	0
CN(C)CC(c1ccc(O)cc1)C1(O)CCCCC1 (configuration not stated)	3
CC1Cc2ccccc2N1CC(=O)NC(=O)NC1CCCC1 (configuration not stated)	3
O=C(CSc1nnnn1C1CCCCC1)NNC(=O)c1ccco1	4
COc1ccc(C(C)=O)cc1COC(=O)c1ccc(S(=O)(=O)N2CCOCC2)cc1	-2
O=C(OCC(=O)N1CCN(C(=O)c2ccco2)CC1)c1ccc(Cl)nc1	1
CC(=O)NCCN1C(=O)C2C3c4ccccc4C(c4ccccc43)C2C1=O (configuration not stated)	-2
Cc1cc(C)c2nc(SCC(=O)Nc3ccc(S(=O)(=O)N4CCCC4)cc3)c(C)cc2c1	2
Nc1ccccc1C#CC(=O)c1ccccc1	2
NC(=O)c1nsc(C(=O)N(Cc2ccccc2F)C(C(=O)NCC2CCCO2)c2ccc(F)cc2)c1N (configuration not stated)	3
CCOC(=O)c1[nH]c2cc(OC)c(OC)cc2c1NC(=O)c1ccc2c(c1)OCO2	-3
CN(Cc1ccccc1)S(=O)(=O)c1ccc(Cl)c(C(=O)OCC(=O)NC2CCS(=O)(=O)C2)c1 (configuration not stated)	-4
CCOC(=O)C1=CC[C@@H](c2ccco2)N(S(=O)(=O)c2ccc(C)cc2)[C@H]1C(=O)OCC	-1

Among those listed so far, these have an aryl thioether with sulfur outside any ring:
SMILES	TbREL1 inh
Cc1nnc(NC(=O)C(C)Sc2nnc(-c3ccco3)n2C(C)C)s1 (configuration not stated)	-1
COc1ccc(-c2nc(SC(C)C(=O)Nc3ccc(NC(C)=O)cc3)n[nH]2)cc1 (configuration not stated)	-1
Cc1ccc(Cc2c(C)nc3nc(SCC(=O)NCCCN4CCCCCC4)nn3c2C)cc1	9
Cc1cc(C)c2c(=O)[nH]c(SCC(=O)NCCc3ccccc3)nc2n1	0
O=C(CSc1nnnn1C1CCCCC1)NNC(=O)c1ccco1	4
Cc1cc(C)c2nc(SCC(=O)Nc3ccc(S(=O)(=O)N4CCCC4)cc3)c(C)cc2c1	2

Other compounds
molecule	TbREL1 inh
C/C=C/C(=O)N1CCC(C(=O)NCC2COc3ccccc3O2)CC1 (configuration not stated)	5
CCOc1ccc(C(=O)CSc2nnc(N)s2)cc1	-1
COC(=O)N/N=C\c1ccc(-c2cc(Cl)c(Cl)cc2Cl)o1	2
Cc1ccc(S(=O)(=O)N2C[C@H]3[C@H]4C(=O)N(C5CCCCC5)C(=O)[C@H]4CC(=O)[C@H]3[C@@H]2c2ccccc2Cl)cc1	1
Cc1sc2nc(CN3CCOCC3)nc(NS(=O)(=O)c3ccccc3)c2c1C	0
CCC[C@H]1[C@@H](NC(=O)c2cccc(C)c2)CC[C@@]23CCCN2C(=O)CCC[C@@H]13	5
CCC1=C(OC(=O)N(CC)CC)N2C(=O)OC(=NCCOC)[C@]2(Cc2ccccc2)[C@H]2C1=CC[C@H]1C(=O)N(CC(=O)OC)C(=O)[C@H]12	-3
CCOC(=O)CNC(=O)CSc1nc2sc(C)c(C)c2c(=O)n1C	-5

Next entries
molecule	TbREL1 inh
COc1ccc(C)c(NC(=O)[C@@H]2CCCN2S(=O)(=O)c2cccc3cccnc23)c1	-2
Nc1cc(S(=O)(=O)N2CCOCC2)ccc1N1CCOCC1	8
COC(=O)C1CN(CCO)CCS(=O)(=O)N1Cc1cn(Cc2ccc(C)cc2)nn1 (configuration not stated)	1
CC(=O)Nc1sc2c(c1C(c1cccc(Cl)c1)N1CCN(CCO)CC1)CCCC2 (configuration not stated)	0
Cn1nnnc1Sc1ncnc2scc(-c3cnc(N)nc3)c12	-2
N=c1c2c(ccn1Cc1ccccc1)Oc1ccc3ccccc3c1C2c1ccccc1 (configuration not stated)	5
O=C(Nc1c(C(=O)Nc2cccc(F)c2)oc2ccccc12)c1ccc2c(c1)OCO2	4
CC1(C)OC(=O)C(=CNCC(O)c2ccccc2)C(=O)O1 (configuration not stated)	2

Next records
molecule	TbREL1 inh
COc1ccc(NC(=O)Cc2nnc(SCC(=O)Nc3nccs3)n2C)cc1	-1
COc1cccc(OC)c1C(=O)NC(=S)NCc1ccccc1	4
CCC(=O)Nc1cccc(NC(=O)CSc2nnc(-c3ccc(NS(C)(=O)=O)cc3)n2CC)c1	6
CN(CC(=O)Nc1ccccc1Br)C(=O)c1n[nH]c2ccccc12	6
COC(=O)c1ccc(CO/N=C(\NC(C)=O)c2nonc2NC(C)=O)cc1	2
CC1CC(C)(C)NC(=S)N1CCC(=O)Nc1ccc2c(c1)OCCO2 (configuration not stated)	4
CCC[C@@H]1CCCO[C@@](C(=O)NCc2cc(C)n(C)n2)(C(F)(F)F)C1	1
COc1cccc(N2CCN(c3c4c(nc5ncnn35)CCC4)CC2)c1	-1

Continued.
molecule	TbREL1 inh
COc1ccc(N(CC(=O)N2CCN(Cc3ccccc3)CC2)S(=O)(=O)c2ccccc2)cc1	-3
Cc1ccc2nsnc2c1NC(=O)CCl	11*
C(=NOCc1ccccc1)c1ccccn1	1
Cc1c(NC(=O)C(C)Oc2ccc(Br)cc2Cl)c(=O)n(-c2ccccc2)n1C (configuration not stated)	2
CC1CCc2c(sc3nc(C4CC4)nc(N4CCN(C(=O)c5ccco5)CC4)c23)C1 (configuration not stated)	3
COc1ccc(CCN(C)C(=O)C2CCN(Cc3ccc(C)cc3)CC2)cc1OC	-1
CS(=O)(=O)N(CC(N)=O)c1ccc(F)c(Cl)c1	7
COCCn1nnnc1CN(CCc1ccc(OC)c(OC)c1)Cc1cc2ccc(C)cc2[nH]c1=O	3

(continued)
molecule	TbREL1 inh
Cc1ccc(C2(C)NC(=O)N(CC(=O)Nc3ccc4c(c3)CCC4)C2=O)cc1 (configuration not stated)	0
C#CCOCCOCCOCCNc1nc(N2CCN(C(=O)[C@H]([C@@H](C)O)n3cc(CCCCN)nn3)CC2)nc(N2CCN(C(=O)[C@H]([C@@H](C)CC)n3cc(CCCCN)nn3)CC2)n1	10
CSCCC(NC(=O)c1ccccc1Cl)C(=O)N1CCCCCCC1 (configuration not stated)	-2
CC(=O)c1c(C)oc2ccc(NS(=O)(=O)c3ccc(C)cc3)cc12	0
CC(=O)N1CCN(CC(=O)Nc2c(Cl)cccc2Cl)CC1	5
CCCCC(=O)Nc1ccc2c(c1)OCCO2	2
CN(C)CCCNC(=S)NCCNc1nc2cc3c(cc2cc1C#N)OCO3	5
COC(=O)c1ccc(S(=O)(=O)N2CCC(NC(=O)Cc3cccc(C)c3)CC2)cc1	1

A portion of the library. The share of hits here may be higher or lower than overall.
